APJ agonist: agonists of human APJ apelin receptor | P35414 | CHO-K1 APJ PathHunter beta-arrestin, luminescence; 0% DMSO wells, 100% apelin | activation, % at 20 µM | 330,000 compounds, 0.11% hits;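 active = activation more than six SD over the plate average, tested at 20 µM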;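 also: 0% = DMSO alone and 100% = apelin-13 at 10 nM; some results filed as inactive read as strong as hits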
Target sequence (P35414 whole entry, looked up): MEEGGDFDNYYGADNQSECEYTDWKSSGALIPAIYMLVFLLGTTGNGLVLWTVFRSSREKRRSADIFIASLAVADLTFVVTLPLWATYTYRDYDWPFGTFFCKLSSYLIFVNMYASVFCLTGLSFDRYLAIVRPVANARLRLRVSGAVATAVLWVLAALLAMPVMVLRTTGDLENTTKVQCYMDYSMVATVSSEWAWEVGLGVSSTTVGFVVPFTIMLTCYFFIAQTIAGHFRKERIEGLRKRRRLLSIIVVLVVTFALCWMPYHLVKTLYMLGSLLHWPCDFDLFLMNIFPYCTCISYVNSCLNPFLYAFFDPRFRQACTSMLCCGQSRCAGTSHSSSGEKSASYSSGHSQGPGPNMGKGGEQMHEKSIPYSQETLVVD
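assay system = CHO-K1 APJ beta-arrestin complementation cell line | input = cell density 1000 per well | dosing = compound 20 µM once, DMSO 1% | timing = compound 90 min 25 °C, reagent 1 h | measured by = luminescence from split beta-galactosidase complementation, Galacton Star/Emerald II substrate | read-out basis = APJ agonist activity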
UPR XBP1 act: adaptive UPR (XBP1) activation; CHO-XBP1 luciferase reporter, IRE1-XBP1 UPR activation, luminescence; percent of tunicamycin response, DMSO as zero; activation, % at 20 µM; 330,000 compounds, 0.33% hits; AID 463104;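 active = versus positive control, 20 µM dose yields 30% or more activation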;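 also: 100% = tunicamycin at 10 µg/mL and 0% = DMSO only wells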
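Assay system: CHO-XBP1 luciferase reporter cells; Schedule: 6 h treatment, 37 °C; Detection: glow luminescence from Steady-Glo reagent; Benchmarks: high control tunicamycin 10 µg/mL final, low control DMSO vehicle only.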
APJ antag: blocks the human apelin receptor APJ | CHO-K1 APJ beta-arrestin complementation, luminescence | inhibition, % at 20 µM | 330,000 compounds, 0.32% hits | AID 2521;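 active = inhibition above about 40% at 20 µM, limit read from the data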;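 also: cells challenged with 10 nM apelin-13 agonist together with compound; plate controls were apelin-13 plus DMSO wells for no effect and DMSO wells lacking apelin-13 for full effect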
UPR CHOP act: activators of apoptotic arm of unfolded protein response (CHOP) | CHO-CHOP luciferase reporter, UPR activation, luminescence; percent of tunicamycin response over DMSO baseline | AID 449763 | 330,000 compounds, 0.34% hits | activation, % at 10 µM;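 active = at 10 µM dose, activation of 40% or more, normalized to positive control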;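 also: 100% = tunicamycin at 10 µg/mL and 0% = DMSO alone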
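assay system = CHO CHOP reporter cells | amount = 500 CHO-CHOP cells per well | buffer or medium = F12 with 10% FBS | incubation = 16-18 h cell attachment, then 6 h compound exposure, 37 °C | detection = luminescence read with Steady-Glo | read-out = percent activation relative to tunicamycin control | controls = tunicamycin high control, DMSO low control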
697 NFkB inh: lowers PMA/ionomycin-induced NF-kB signal in 697 B cells; 330,000 compounds, 0.33% hits; inhibition, % at 4 µM; 697 B-cell NF-kB luciferase reporter, 16 h; in the data active = inhibition above about 35%
tim23-1 inh: tim23-1 yeast growth inhibition | S. cerevisiae tim23-1 growth, BacTiter-Glo luminescence, 24 h | inhibition, % at 20 µM | 330,000 compounds, 1.3% hits | AID 463212;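 active = growth inhibition of the mutant yeast at or above 50%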;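 also: temperature-sensitive mutant grown at 25 °C; plate controls were DMSO-treated mutant yeast for no effect and medium wells lacking yeast for full effect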
Mdm2 MdmX PPI: disrupts the human Mdm2-MdmX interaction; SaOS-2 split-luciferase Mdm2/MdmX complementation, luminescence; O15151+Q00987; inhibition, % at 8 µM; 330,000 compounds, 3% hits;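 active = inhibition of at least 50% at 8 µM in the primary screen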
Jurkat NFkB inh: inhibitors of the PMA/ionomycin-induced NF-kB reporter in Jurkat cells | PMA/ionomycin-induced NF-kB luciferase reporter, luminescence | inhibition, % at 4 µM | 330,000 compounds, 0.53% hits | AID 435003; in the data active = inhibition above about 50%
Starred values were filed as active, the others as inactive.

`CC(C)N1CCC2(CC1)Oc1ccc(Br)cc1C1CC(c3cccnc3)=NN12` (configuration not stated) gave APJ agonist -2, UPR XBP1 act -3, APJ antag 6, UPR CHOP act -1.2, 697 NFkB inh -8, tim23-1 inh 22, Mdm2 MdmX PPI 8 and Jurkat NFkB inh -10.
Screening Cn1c(=O)n(C)c2cc(/C=N/NC(=O)c3ccncc3)ccc21 returned APJ agonist -2, UPR XBP1 act 1, APJ antag -4, UPR CHOP act 0.4, 697 NFkB inh 9, tim23-1 inh 10, Mdm2 MdmX PPI -42 and Jurkat NFkB inh -2.
Screening COCCCNC(=O)CSc1ccc(Cl)cc1 returned APJ agonist 1, UPR XBP1 act -1, APJ antag 1, UPR CHOP act -1.5, 697 NFkB inh 10, tim23-1 inh 9, Mdm2 MdmX PPI 17 and Jurkat NFkB inh -16.
For C=CCn1c(NC(=O)c2ccc(Br)o2)c(S(=O)(=O)c2ccccc2)c2nc3ccccc3nc21 the results were APJ agonist -8, UPR XBP1 act -1, APJ antag 20, UPR CHOP act -0.1, 697 NFkB inh 1, tim23-1 inh 32, Mdm2 MdmX PPI 19 and Jurkat NFkB inh 16.
For CC(C)n1nnnc1-c1cccc(Cl)c1 the results were APJ agonist -4, UPR XBP1 act -1, APJ antag -1, UPR CHOP act 0.0, 697 NFkB inh 6, tim23-1 inh 13, Mdm2 MdmX PPI 3 and Jurkat NFkB inh 1.
For CC(C)OCCCNC(=O)Cn1ccc2cc(S(=O)(=O)N3CCCCC3)ccc21 the results were APJ agonist -1, UPR XBP1 act -3, APJ antag 6, UPR CHOP act 1.2, 697 NFkB inh 1, tim23-1 inh 7, Mdm2 MdmX PPI 4 and Jurkat NFkB inh -2.
Cc1oc2c(c(C)cc3oc(=O)c(CC(=O)N[C@@H](C)C(=O)O)c(C)c32)c1C was read as APJ agonist -5, UPR XBP1 act -1, APJ antag 11, UPR CHOP act -0.1, 697 NFkB inh 6, tim23-1 inh 14, Mdm2 MdmX PPI 18 and Jurkat NFkB inh -14.
`CC(C)C[C@@H](CN=[N+]=[N-])N1CCN(CC(C)C)CCC1=O` gave APJ agonist 2, UPR XBP1 act 1, APJ antag 6, UPR CHOP act 0.7, 697 NFkB inh 5, tim23-1 inh 7, Mdm2 MdmX PPI 18 and Jurkat NFkB inh 6.
For CCOC(=O)c1ccc(N2CCCCC2)c(NS(=O)(=O)c2ccc(C)cc2)c1 the results were APJ agonist -7, UPR XBP1 act 0, APJ antag 19, UPR CHOP act 1.8, 697 NFkB inh 2, tim23-1 inh 23, Mdm2 MdmX PPI 59* and Jurkat NFkB inh 39.
For COc1ccc(S(=O)(=O)N2CCCCCC2)cc1N(C)S(=O)(=O)c1ccc(C)cc1 the results were APJ agonist 0, UPR XBP1 act -1, APJ antag 0, UPR CHOP act -0.9, 697 NFkB inh -11, tim23-1 inh 28, Mdm2 MdmX PPI 11 and Jurkat NFkB inh 19.

Already shown: an excerpt of the list.
For CC(C)OCCCNC(=O)Cn1ccc2cc(S(=O)(=O)N3CCCCC3)ccc21 the results were APJ agonist -1, UPR XBP1 act -3, APJ antag 6, UPR CHOP act 1.2, 697 NFkB inh 1, tim23-1 inh 7, Mdm2 MdmX PPI 4 and Jurkat NFkB inh -2.
Cc1oc2c(c(C)cc3oc(=O)c(CC(=O)N[C@@H](C)C(=O)O)c(C)c32)c1C was read as APJ agonist -5, UPR XBP1 act -1, APJ antag 11, UPR CHOP act -0.1, 697 NFkB inh 6, tim23-1 inh 14, Mdm2 MdmX PPI 18 and Jurkat NFkB inh -14.
`CC(C)C[C@@H](CN=[N+]=[N-])N1CCN(CC(C)C)CCC1=O` gave APJ agonist 2, UPR XBP1 act 1, APJ antag 6, UPR CHOP act 0.7, 697 NFkB inh 5, tim23-1 inh 7, Mdm2 MdmX PPI 18 and Jurkat NFkB inh 6.

Next section
For C=C(C)C(=O)Nc1ccc(OC(F)(F)C(F)F)c(NC(=O)C(=C)C)c1 the results were APJ agonist -5, UPR XBP1 act 0, APJ antag -2, UPR CHOP act 0.6, 697 NFkB inh 5, tim23-1 inh 9, Mdm2 MdmX PPI 29 and Jurkat NFkB inh 2.
CCCOc1ccc(S(=O)(=O)N2C(=O)CC(=O)N(Cc3ccc(OCC)cc3)C2=O)cc1 was read as APJ agonist -3, UPR XBP1 act -2, APJ antag -3, UPR CHOP act 2.1, 697 NFkB inh 14, tim23-1 inh 19, Mdm2 MdmX PPI 0 and Jurkat NFkB inh -9.
`CCOc1ccc(CCNC(=O)COC(=O)c2cccnc2SC)cc1OCC` gave APJ agonist 0, UPR XBP1 act -3, APJ antag -38, UPR CHOP act 1.0, 697 NFkB inh -4, tim23-1 inh 17, Mdm2 MdmX PPI 17 and Jurkat NFkB inh -14.
`COc1ccccc1N1CCN(C(c2cccs2)C(C)NC(=O)C(=O)N2CCOCC2)CC1` (configuration not stated) gave APJ agonist 14, UPR XBP1 act -2, APJ antag 1, UPR CHOP act 1.3, 697 NFkB inh -38, tim23-1 inh 18, Mdm2 MdmX PPI 2 and Jurkat NFkB inh -22.
Cc1ccccc1OCCCSc1nc2ccccc2[nH]1 was read as APJ agonist 0, UPR XBP1 act 0, APJ antag 11, UPR CHOP act 6.0, 697 NFkB inh -14, tim23-1 inh 68*, Mdm2 MdmX PPI -29 and Jurkat NFkB inh 1.
`CC(=Nc1ccccc1)C1=C(O)COC1=O` gave APJ agonist 4, UPR XBP1 act -2, APJ antag 13, UPR CHOP act -1.0, 697 NFkB inh 14, tim23-1 inh 1, Mdm2 MdmX PPI 13 and Jurkat NFkB inh -1.
`Cc1nc(SCC(N)=O)[nH]c(=O)c1Cc1ccc(OC(C)C)cc1` gave APJ agonist -6, UPR XBP1 act -3, APJ antag 12, UPR CHOP act -2.7, 697 NFkB inh -14, tim23-1 inh 4, Mdm2 MdmX PPI 19 and Jurkat NFkB inh 3.
Screening Cc1oc(-c2cccc(Cl)c2)nc1CS(=O)(=O)CC(=O)NCCN1CCCC1 returned APJ agonist -2, UPR XBP1 act -3, APJ antag 21, UPR CHOP act -2.4, 697 NFkB inh -10, tim23-1 inh -9, Mdm2 MdmX PPI 22 and Jurkat NFkB inh -21.
O=C(NCC1CCCO1)c1cc([N+](=O)[O-])ccc1N1CCC(Cc2ccccc2)CC1 (configuration not stated) was read as APJ agonist -4, UPR XBP1 act -5, APJ antag -9, UPR CHOP act 1.4, 697 NFkB inh 5, tim23-1 inh 15, Mdm2 MdmX PPI 2 and Jurkat NFkB inh 10.
CC1(C)CC(=O)C(C2NCCc3ccccc32)=C(O)C1 (configuration not stated) was read as APJ agonist -2, UPR XBP1 act 4, APJ antag -3, UPR CHOP act 0.3, 697 NFkB inh 15, tim23-1 inh -2, Mdm2 MdmX PPI 10 and Jurkat NFkB inh -2.
CCOc1ccc(S(=O)(=O)N2CCN=C2Cc2ccccc2)cc1C was read as APJ agonist -2, UPR XBP1 act -4, APJ antag -4, UPR CHOP act 1.7, 697 NFkB inh 6, tim23-1 inh 15, Mdm2 MdmX PPI 41 and Jurkat NFkB inh 8.
Screening Cc1nc2cc3c(cc2s1)OCO3 returned APJ agonist -4, UPR XBP1 act -1, APJ antag 2, UPR CHOP act 0.0, 697 NFkB inh 1, tim23-1 inh 15, Mdm2 MdmX PPI 0 and Jurkat NFkB inh 1.
`Cc1cccc(N(C(=O)c2ccc(CN3CCOCC3)o2)C(C(=O)NC(C)(C)C)c2ccc(F)cc2)c1` (configuration not stated) gave APJ agonist -4, UPR XBP1 act -1, APJ antag -8, UPR CHOP act -1.5, 697 NFkB inh 3, tim23-1 inh 9, Mdm2 MdmX PPI 12 and Jurkat NFkB inh -3.
`Cc1cc2oc(=O)cc(CN3CCC(C)CC3)c2c(C)c1Cl` gave APJ agonist 1, UPR XBP1 act 1, APJ antag 16, UPR CHOP act 5.4, 697 NFkB inh -55, tim23-1 inh 21, Mdm2 MdmX PPI -83 and Jurkat NFkB inh -28.
O=C(Nc1nc(=O)n(C(=O)C2CC2)s1)c1ccccc1 was read as APJ agonist -1, UPR XBP1 act 1, APJ antag 12, UPR CHOP act 2.7, 697 NFkB inh 21, tim23-1 inh 13, Mdm2 MdmX PPI 28 and Jurkat NFkB inh -1.
COC(=O)c1ccc(NC(=O)Cn2nnc(-c3cccs3)n2)cc1 was read as APJ agonist -2, UPR XBP1 act 0, APJ antag -8, UPR CHOP act 0.8, 697 NFkB inh 8, tim23-1 inh -9, Mdm2 MdmX PPI 21 and Jurkat NFkB inh -10.
For COc1ccc(/C=C(\C#N)C(=O)Nc2ccc3[nH]c(=O)[nH]c3c2)cc1 the results were APJ agonist 0, UPR XBP1 act -1, APJ antag -3, UPR CHOP act -1.3, 697 NFkB inh 7, tim23-1 inh -18, Mdm2 MdmX PPI 28 and Jurkat NFkB inh 3.
For O=C(C[C@@H]1C/C=C/CCCC(=O)O[C@H](c2ccccc2)CNC1=O)NCCO the results were APJ agonist -2, UPR XBP1 act -2, APJ antag 10, UPR CHOP act 0.5, 697 NFkB inh -4, tim23-1 inh -11, Mdm2 MdmX PPI -3 and Jurkat NFkB inh 1.
`Fc1ccc(-c2nc3ccccc3c3nc4ccccc4n23)cc1` gave APJ agonist 2, UPR XBP1 act 2, APJ antag -3, UPR CHOP act -0.1, 697 NFkB inh -15, tim23-1 inh 18, Mdm2 MdmX PPI -7 and Jurkat NFkB inh 7.
`COC(=O)c1ccc(NC(=O)Cc2ccccc2)cc1` gave APJ agonist 7, UPR XBP1 act -2, APJ antag -14, UPR CHOP act 2.6, 697 NFkB inh -33, tim23-1 inh 12, Mdm2 MdmX PPI -3 and Jurkat NFkB inh -48.
For O=S(=O)(c1ccc(-c2ccon2)s1)N1CCCC1 the results were APJ agonist -2, UPR XBP1 act -4, APJ antag 9, UPR CHOP act -0.9, 697 NFkB inh 8, tim23-1 inh 10, Mdm2 MdmX PPI 35 and Jurkat NFkB inh -1.
Screening O=C(c1ccccc1)N1CCCCC(Sc2nnnn2-c2ccccc2)C1=O (configuration not stated) returned APJ agonist -2, UPR XBP1 act -2, APJ antag 2, UPR CHOP act -2.8, 697 NFkB inh 3, tim23-1 inh 22, Mdm2 MdmX PPI -2 and Jurkat NFkB inh -6.
For CCNC(=O)/C(C#N)=C/c1c(N2CCN(c3cccc(Cl)c3)CC2)nc2c(C)cccn2c1=O the results were APJ agonist -4, UPR XBP1 act -2, APJ antag 19, UPR CHOP act 1.8, 697 NFkB inh 11, tim23-1 inh 34, Mdm2 MdmX PPI 40 and Jurkat NFkB inh -4.
For O=C(NCc1ccco1)c1ccc(S(=O)(=O)N2CCOCC2)cc1 the results were APJ agonist -6, UPR XBP1 act 1, APJ antag 5, UPR CHOP act 0.2, 697 NFkB inh 3, tim23-1 inh -2, Mdm2 MdmX PPI 20 and Jurkat NFkB inh -3.
For CNC(=S)N/N=C/c1c(C)nn(-c2ccccc2)c1Cl the results were APJ agonist -5, UPR XBP1 act 7, APJ antag -9, UPR CHOP act 9.7, 697 NFkB inh -2, tim23-1 inh 11, Mdm2 MdmX PPI 11 and Jurkat NFkB inh -5.
`CCN(CC)CC(O)CN(c1ccccc1)S(=O)(=O)c1ccc2ccccc2c1` (configuration not stated) gave APJ agonist -2, UPR XBP1 act 3, APJ antag 8, UPR CHOP act 1.6, 697 NFkB inh 0, tim23-1 inh -4, Mdm2 MdmX PPI 6 and Jurkat NFkB inh 0.

Bioassay records from PubChem BioAssay.
